# Screens: PubChem BioAssay, Fisher Drug Discovery Resource Center
# hcGAS lum – Primary biochemical luminescence assay for human cyclic GMP-AMP synthase inhibitors. recombinant h-cGAS, ATP depletion, Kinase-Glo luminescence. Q8N884. inhibition, % at 12.5 µM. 290,000 compounds, 0.081% hits;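 further: 0% = vehicle reaction and 100% = reaction without DNA for no activity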
# Target sequence (Q8N884 whole entry, looked up): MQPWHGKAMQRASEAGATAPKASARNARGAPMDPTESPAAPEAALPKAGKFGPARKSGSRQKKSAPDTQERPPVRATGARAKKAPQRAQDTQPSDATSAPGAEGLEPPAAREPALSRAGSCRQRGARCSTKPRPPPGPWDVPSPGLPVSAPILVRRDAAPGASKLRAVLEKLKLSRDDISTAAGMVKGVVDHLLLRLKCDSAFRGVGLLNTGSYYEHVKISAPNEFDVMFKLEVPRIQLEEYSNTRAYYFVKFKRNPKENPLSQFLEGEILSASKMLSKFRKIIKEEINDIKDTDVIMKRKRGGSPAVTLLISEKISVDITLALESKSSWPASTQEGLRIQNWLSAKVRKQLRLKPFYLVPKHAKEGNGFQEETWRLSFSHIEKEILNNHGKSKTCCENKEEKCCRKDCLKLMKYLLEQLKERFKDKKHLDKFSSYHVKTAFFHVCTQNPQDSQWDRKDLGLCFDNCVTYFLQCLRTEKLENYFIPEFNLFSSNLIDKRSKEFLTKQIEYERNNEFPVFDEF
# mcGAS inh – cyclic GMP-AMP synthase inhibitors, mouse, primary biochemical chemiluminescence. Q8C6L5. recombinant cGAS, Kinase-Glo ATP depletion luminescence. inhibition, % at 12.5 µM. 160,000 compounds, 0.15% hits. AID 1259399, 2018;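 further: 0% = negative control wells and 100% = reference inhibitor with no enzyme activity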
# NPYLR7 agonist – agonists of mosquito NPYLR7 receptor, primary screen, cell-based, Aedes aegypti, calcium fluorescence, mosquito biting behavior; 270,000 compounds, 0.15% hits; Aedes aegypti neuropeptide Y-like receptor 7 (NPYLR7); activation, % at 10 µM; HEK293T NPYLR7/Galpha15, GCaMP6s calcium fluorescence; in the data active means activation above about 40%;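 further: 0% = vehicle and 100% = reference agonist at the receptor; some compounds past the cut are filed as inactive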
# The depositor's hits bear a star; nt = not tested or not shown; & = joins results of further samples. Unless noted, no stated cut-off is given here; in the data, active means inhibition above about 40%; inactive means the rest.
compound	NPYLR7 agonist	hcGAS lum	mcGAS inh
CCN1CCc2c(sc(NC(=O)c3ccc(C(C)=O)cc3)c2-c2nc3ccccc3s2)C1	20	7	2
CCC(NCc1ccccc1OCCCN1CCN(C)CC1)c1ccnn1C (stereo not drawn)	3	-5	nt
CCCN(CC1CC1)C(=O)Nc1cccc(NC(=O)OC)c1	-1	21	nt
COCCN(Cc1cccs1)C(=O)c1ccc(F)c(C)c1	18	1	-14
CC(C)C(NC(=O)c1cccc(NC(=O)CC2SC(N3CCCCC3)=NC2=O)c1)c1cccs1 (stereo not drawn)	-5	-1	-3
CCn1c(=NC(=O)c2ccccc2)sc2cc(F)cc(F)c21	5	7	3
CC(C)(C)c1ccc(C(=O)N2CCC2(C)C(=O)NS(=O)(=O)c2ccc(Cl)s2)cc1 (stereo not drawn)	5	-5	nt
CCCCCCCCCCCC(=O)N(CC(=O)Nc1cc(C(C)(C)C)nn1C)C(C)C	nt	-1	1
COc1ccc(-n2c(N)c(C#N)c3nc4ccccc4nc32)c(OC)c1	14&5	-7&1	-6&-2
Cc1cc(-c2nccn2CCN2CCCC(C(N)=O)C2)oc1C (stereo not drawn)	nt	-12	-15
CC(=O)c1ccc(-c2cc(NCc3ccncc3)nc3[nH]ccc23)nc1	nt	-4	-6
CN(Cc1noc2c1CCCC2)C(=O)c1cn[nH]n1	0	-1	-9
Cc1ccc(S(=O)(=O)N=C(N)c2ccccc2)cc1	-4	-1	-1
CCn1c(CN2CCOCC2)nnc1SCC(=O)c1cn(CC)c2ccccc12	4	-7	nt
COCc1nc(NCCC2COc3ccccc3O2)c2cnn(C)c2n1 (stereo not drawn)	2	3	-11

# (listing goes on)
compound	NPYLR7 agonist	hcGAS lum	mcGAS inh
O=C(CN1CCC2(CC1)Nc1ccccc1S(=O)(=O)N2)N1CC=CCC1	-1	-9	nt
O=C(CSc1nncn1-c1ccccc1F)NCCSc1ccccc1	-3	14	nt
COCCCN(Cc1nc2sc(C)c(C)c2c(=O)[nH]1)CC(O)Cc1ccccc1 (stereo not drawn)	9	-5	-5
COc1ccc(-n2c(SCC(=O)Nc3ccccc3)nc3c(c2=O)SCC3)cc1OC	-9	-10	-7
Fc1cccc(CSc2nnc(-c3ccncc3)n2-c2cccc(C(F)(F)F)c2)c1F	9	-8	-4
Cc1ccc(CN(CCc2c[nH]c3ccccc23)C(=O)CN(C(C)C)S(=O)(=O)/C=C/c2ccccc2)cc1	2	-1	-4
O=C(Nc1ccccc1C(=O)NCCCCCc1nc(-c2cccs2)no1)c1cccs1	3	-3	-6
CCOc1ccc(-n2c(C(C)N(CCc3ccccc3)C(=O)c3cccc(F)c3)nc3ccccc3c2=O)cc1 (stereo not drawn)	22	-3	-5
O=C(NCCSC1Sc2ccccc2NC1=O)c1ccccc1CCc1ccccc1 (stereo not drawn)	-5	-2	-2
c1ccc(-c2nc3c(o2)-c2ccccc2CC3)cc1	-1	1	nt
COc1ccc2c(c1)c(CC(=O)O)c(C)n2Cc1ccc(F)cc1	-2	-2	5
COC(=O)C(C)(C)CNC(=O)c1ccn[nH]1	1	-6	nt
COc1cc(C)nc(-c2ccccc2OCc2nc(CC3CC3)no2)n1	12	-12	nt
Cc1[nH]c(=O)c(C#N)c2c1CCCC2	14	-11	nt
CSc1ccc(C=CC(=O)Nc2ccc(N3CCN(C)CC3)cc2)cc1	8	-10	nt

# Later entries:
compound	NPYLR7 agonist	hcGAS lum	mcGAS inh
CCCCCn1nc(C)c(C=NNc2nc(N)ncc2[N+](=O)[O-])c1C	7	-5	nt
CC(C)NC(=O)c1ncn2c1C(=O)N(C1CC1)C(C)(C(=O)NC1CCCC1)C2 (stereo not drawn)	nt	-12	-5
NCCNC(=O)c1c(O)c2ccccc2oc1=O	-2	-4	-2
C=CCN(CC(=O)N1CCc2sccc2C1c1ccc(Cl)cc1Cl)C(=O)Cc1cccs1 (stereo not drawn)	-3	1	-4
CC(C)CCC(C)NC(=O)C1CCN(S(=O)(=O)c2ccc(F)c(F)c2)CC1 (stereo not drawn)	7	1	nt
Cn1ccnc1CN1CCN(C(=O)c2nccc3ccccc23)CC1	-3	4	nt
COc1cccc(CN(CCc2c[nH]c3ccccc23)Cc2nc(C(=O)NCCN(C)C)co2)c1OC	-3	4	1
CC1(C)S[C@@H]2[C@H](NC(=O)[C@H](NC(=O)N3CCNC3=O)c3ccccc3)C(=O)N2C1C(=O)O (stereo partly drawn)	-10&-9	0&-2	nt
CC(C)NC(=S)NNC(=O)C1CC1	4	-1	nt
COc1ccc2nc(-n3nc(C)cc3NC(=O)c3c(F)cccc3F)sc2c1	-9	-7	-11
O=S(=O)(c1ccccc1C(F)(F)F)N1CCC(CO)(Cc2ccccc2Cl)CC1	1&-3	2&0	1
CS(=O)(=O)c1ccc(-c2ccc3sc(N)nc3c2)cc1	6	-5	-8
NC(=O)c1ccc(OCc2nnc(-c3ccccc3C(F)(F)F)o2)cc1	4	-7	nt
Cc1ccc(C)c2sc(N(CCN(C)C)C(=O)CCCS(=O)(=O)c3ccc(F)cc3)nc12	6	-3	-6
COC(=O)COC1C[C@](OCc2cccc(C(F)(F)F)c2)(C(=O)NC(C)C)C[C@H]2OC(C)(C)O[C@@H]12 (stereo partly drawn)	0	0	2

# Further entries
compound	NPYLR7 agonist	hcGAS lum	mcGAS inh
Cc1nonc1OCCn1cnc(-c2ccccc2)c1-c1ccc(CO)o1	-5	-7	-12
COc1ccc(/C=C2\C=C(c3ccccc3)N(c3ccccc3O)C2=O)cc1Br	-1	-6	-6
Cc1ccc(NC(=O)C2CCCN2C(=O)C23CC4CC(CC(C4)C2)C3)cc1 (stereo not drawn)	-2	-4	nt
Fc1ccc(-c2csc3ncnc(Sc4nnc(NC5CC5)s4)c23)cc1	3	1	-3
CCc1nnsc1C(=O)N1CCOC(Cc2ccc(OC)cc2)C1 (stereo not drawn)	4	-5	-10
COc1cc(=O)n(-c2ccccc2)nc1C(=O)N(C)C1CCN(C)CC1	2	-5	nt
CN(Cc1ccccc1)C1(CNC2CCOCC2)Cc2ccccc2C1	12	-9	-10
CC(C)NC(=O)c1cc(-c2ccc(F)cc2)nc2cc(C(C)(C)C)nn12	7	-2	-8
Cc1ccccc1NC(=O)CCCn1nc(-c2ccccc2)ccc1=O	-1	-1	0
O=C(NC1CCN(c2ccccc2C(=O)N2CCc3ccccc3C2)CC1)c1cccs1	15	-8	-7
Cc1nn(-c2ccccc2)c(C)c1C(=O)N(C)Cc1ccccc1	54	-6	-6
CC(=O)N1N=C(c2ccc(C(C)(C)C)cc2)OC1C(=O)NCC(C)(C)CN(C)C (stereo not drawn)	14	-9	nt
N#CCN(CC#N)C(=O)c1cnn(-c2cccc(Br)c2)c1	-6	-7	-15
Cc1nnc(NC(=O)c2cn(CC3CCCO3)cc3c(=O)n(-c4ccccc4)nc2-3)s1 (stereo not drawn)	7	1	0
CC(=O)Nc1ccc(-c2ccnc3c2CC(C)(C(=O)NCC2CC2)O3)cc1 (stereo not drawn)	5	-5	-9

# Remaining list, next part.
compound	NPYLR7 agonist	hcGAS lum	mcGAS inh
O=C(CCc1ccccc1)NCCn1ncc2c(N3CCOCC3)ncnc21	0	-10	-8
COc1ccc(-n2nnc3c(SC(C)c4ccccc4)ncnc32)cc1 (stereo not drawn)	15	-6	-8
S=C1NCN(Cc2ccccc2)CN1c1ccccc1	3	-5	-7
COC(=O)Cn1c(=O)c2c(nc3n2CCCN3c2ccc(Oc3ccccc3)cc2)n(C)c1=O	3	-7	-7
COc1ccc(CCN2CCCC(CN(C)C(=O)Nc3cc(C)ccc3C)C2)cc1 (stereo not drawn)	-3	5	-2
Nc1c(-c2ccc3c(c2)OCCO3)oc2ccc(Cl)cc2c1=O	-6	-5	-16
Cc1ccc(-n2nc(-c3ccccc3)c3c2N(CC(=O)NCc2ccco2)C(=O)CSC3c2ccccc2Cl)cc1 (stereo not drawn)	-1	2	-3
COCCN1CCC(CN2CCCC3(CCN(C(=O)N(C)C)C3)C2)CC1 (stereo not drawn)	16&12	-11&-4	-5
COc1ccc(CN2CCc3cc(OC)c(OC)cc3C2CNC(=O)C2CCCC2)cc1 (stereo not drawn)	-3	-6	-8
CCN(C(=S)NC(=O)C1CC1)C1CCCCC1	4	-5	-8
CS(=O)(=O)NNc1ccc(S(N)(=O)=O)cc1[N+](=O)[O-]	4	-13	nt
COc1ccc(N2C(=O)CSC2c2cccc(NC(=O)c3ccc(Cl)cc3Cl)c2)cc1 (stereo not drawn)	3	-6	-9
CCc1nc2c(OCc3cccc(Cl)c3)cccn2c1N(C)C(=O)Nc1ccccc1OC	-16	4	2
O=C(NC(c1ccccc1)c1cccnc1)c1csc(=Nc2ccccn2)n1Cc1cccs1 (stereo not drawn)	7	-3	nt
COc1ccc(CNC(=O)c2sc3ccccc3c2Cl)cc1OC	1	-4	nt

# Given as labelled records: 4 of the compounds above
Nc1c(-c2ccc3c(c2)OCCO3)oc2ccc(Cl)cc2c1=O
  NPYLR7 agonist = -6; hcGAS lum = -5; mcGAS inh = -16
Cc1ccc(-n2nc(-c3ccccc3)c3c2N(CC(=O)NCc2ccco2)C(=O)CSC3c2ccccc2Cl)cc1 (stereo not drawn)
  NPYLR7 agonist = -1; hcGAS lum = 2; mcGAS inh = -3
COCCN1CCC(CN2CCCC3(CCN(C(=O)N(C)C)C3)C2)CC1 (stereo not drawn)
  NPYLR7 agonist = 16&12; hcGAS lum = -11&-4; mcGAS inh = -5
COc1ccc(CN2CCc3cc(OC)c(OC)cc3C2CNC(=O)C2CCCC2)cc1 (stereo not drawn)
  NPYLR7 agonist = -3; hcGAS lum = -6; mcGAS inh = -8

# Next entries:
compound	NPYLR7 agonist	hcGAS lum	mcGAS inh
CC(=O)N1CCN(C(=O)CCNc2cc(C(F)(F)F)ccn2)CC1	-5	1	nt
CC(C)c1ccccc1OCC1CN(NC(=O)c2ccc(F)cc2)C(=O)O1 (stereo not drawn)	8	-5	nt
Cc1cc(F)ccc1-c1ccc(C(=O)O)cc1F	-1	-7	-9
CSc1ccc(CN2CCC2(C)C(=O)NCc2ccc(C(F)(F)F)cc2)cc1 (stereo not drawn)	0	-10	nt
Cc1cc(O)c(C(c2cccc(Cl)c2)c2c(O)cc(C)[nH]c2=O)c(=O)[nH]1	6	-11	-9
CCOC(=O)C1C(=O)C=C(c2cccs2)CC1c1ccc(OC)c(OC)c1 (stereo not drawn)	-1	2	1
CCCN(Cc1cc(OC)cc(OC)c1)Cc1ccc(C(C)(C)O)o1	6	-8	-6
Cc1ccc(C(=O)N2CCN(C(=O)Nc3ccc(C)c(Cl)c3)CC2)cn1	3	1	nt
COc1cccc(N2C(=O)/C(=C/c3ccc(-c4ccc(Br)cc4)o3)C=C2c2ccccc2)c1	-2	-4	-4
Cc1cccn2c(CNC(C)Cn3cncn3)cnc12 (stereo not drawn)	27	-7	nt
CCC(=O)NC1CCc2cccc(OC)c2C1 (stereo not drawn)	-6	-2	nt
C[N+](C)(C)CCCCCCCCCC[N+](C)(C)C	-14&2&0	-4&-4&-2	-3
COCCN(CC(=O)N1CCc2sccc2C1COc1ccc(Cl)cc1)C(=O)c1cccc(OC)c1 (stereo not drawn)	14	-7	-6
CCOc1cc(C=C2SC(=S)N(CC)C2=O)cc(Br)c1OCC	-6	-6	-8
O=C(NCC1CCCO1)c1cccnc1N1CCN(C(=O)c2ccc(F)c(F)c2)CC1 (stereo not drawn)	25	-6	-8

# Next section:
compound	NPYLR7 agonist	hcGAS lum	mcGAS inh
O=C(c1ccc(F)cc1)N(Cc1nccn1Cc1cccc(Cl)c1)C1CC1	8	2	-2
O=C(Nn1c(-c2ccccc2)csc1=Nc1cc(F)ccc1F)c1ccccc1OC(F)(F)F	-5	-5	-3
CC(C)CCc1noc(CS(=O)CC(=O)Nc2ccccc2)n1 (stereo not drawn)	0	-7	nt
O=C(Nc1ccc(N2CCCCC2)c(C(=O)NCC2CCCO2)c1)c1ccc([N+](=O)[O-])cc1 (stereo not drawn)	-10	-5	-2
Cc1cccc(C(=O)NCCn2nc(-c3cccnc3)ccc2=O)c1	5	-4	nt
Cc1c(S(=O)(=O)CCNC(=O)NC2CCCCC2)c2ccccc2n1C	4	-3	nt
Oc1[nH]c2c(Br)cc(Br)cc2c1N=Nc1cccc2cccnc12	-9	-6	-5
CC(C)Cc1nc2sc3c(NCCO)ncnc3c2c2c1COC(C)(C)C2	5	7	nt
CC1CCCCN1Cc1csc2c1CCCC2 (stereo not drawn)	2	-6	nt
CCNC(=S)N1CCn2cccc2C1c1cccc([N+](=O)[O-])c1 (stereo not drawn)	1	-4	nt
C=CCNc1ccccc1C(=O)N(C)Cc1n[nH]c2c1CCCCC2	24	-6	-18
CCCC(O)CN(CCOC)Cc1c(-c2ccccc2)nn(C)c1Oc1ccc(OC)cc1 (stereo not drawn)	7	-3	-6
Cc1oc(C(C)C)cc1C(=O)N(C)Cc1ncc[nH]1	16	-2	nt
Cc1cccc(C(=O)O)c1O	-14	2	1
Cn1c(=O)n(C)c2cc(Cn3ccnc3C3CCOC3)ccc21 (stereo not drawn)	nt	-8	-14
NC(=O)c1oc2ccccc2c1NC(=O)c1coc2ccccc2c1=O	-2	-12	nt

# Random draw from the library (roughly 0.29% active in at least one column).
